High-throughput results as filed in PubChem.
proCasp7 act – procaspase-7 activators, primary screen, counter-screen for procaspase-3 activator project, biochemical, absorbance, HTS, human | Caspase-7 (Homo sapiens), P55210 | recombinant procaspase-7, Ac-DEVD-pNA absorbance 405 nm; D23A/D198A/D206A triple mutant, cannot self-cleave; scale: DMSO 0, 5 µM enzyme 100 | activation, % at 8.5 µM | hit rate 0.093% among 330,000;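 active = percent activation above the screen-wide mean plus 3 SD, cut at about 25% in these data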
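Material: Procaspase-7 triple mutant (PC-7 D3A) | Quantity: 2 µM procaspase-7 mutant as dispensed | Reagent: DEVD-pNA substrate | Times: 1 h preincubation, 2 h reaction | Technique: 405 nm absorbance of p-nitroaniline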
core dimer inh – inhibitors of HCV core protein dimerization, primary screen, biochemical, TR-FRET, high-throughput | inhibition, % at 5 µM | AID 1899, 2009 | TR-FRET GST/Flag-core106 dimerization, 1536-well | hit rate 0.33% among 300,000;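 active = inhibition above the mean of all tested compounds plus 3 SD, set per screening campaign, cut at about 45% in these data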
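Assay system: tagged HCV core106 pair (GST and Flag); medium: KF-containing HEPES buffer, pH 7.45, DTT, CHAPS, BSA; also added: Eu donor and XL665 acceptor anti-tag antibodies; dosing: 5 µM single dose; timing: compound-protein-antibody incubation 4 h at 22.5 °C; signal: TR-FRET 671 and 617 nm emission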
AHR activator – AHR activators, primary screen, cell-based, luminescence, luciferase reporter, human; Aryl hydrocarbon receptor (Homo sapiens), P35869; AHR-responsive luciferase reporter cells; activation, % at 5 µM; hit rate 2.5% among 320,000; AID 2796, 2010; in the data active = activation above about 47%;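 note: 0% = vehicle wells and 100% = reference agonist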
proCasp3 act – activators of human procaspase-3 D3A mutant, primary screen, biochemical, absorbance, PC-3 D3A mutant, single concentration; AID 463141, 2010; recombinant procaspase-3 D3A, Ac-DEVD-pNA absorbance 405 nm; hit rate 0.11% among 330,000; activation, % at 8.5 µM; Caspase-3 (Homo sapiens), P42574;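 active = activation above the mean of all tested compounds plus 3 SD, cut at about 21% in these data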;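 note: 0% = DMSO alone and 100% = DMSO wells spiked with extra 5 µM PC-3 D3A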
Target sequence (P42574 whole entry D9A/D28A/D175A): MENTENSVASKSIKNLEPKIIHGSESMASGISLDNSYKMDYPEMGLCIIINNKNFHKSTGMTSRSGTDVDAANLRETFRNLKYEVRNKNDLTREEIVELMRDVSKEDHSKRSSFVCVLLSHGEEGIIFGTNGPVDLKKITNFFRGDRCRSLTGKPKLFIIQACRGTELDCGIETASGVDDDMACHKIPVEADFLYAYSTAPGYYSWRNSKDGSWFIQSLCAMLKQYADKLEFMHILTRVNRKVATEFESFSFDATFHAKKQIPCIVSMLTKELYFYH
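Assay system: Autoprocessing-dead procaspase-3 D3A mutant enzyme; also added: Ac-DEVD-pNA; doses: one concentration, 8.5 µM nominal, 0.8% DMSO; times: 1 h compound preincubation, 2 h substrate hydrolysis at 25 °C; technique: 405 nm absorbance of p-nitroaniline, reads at 0 and 120 min; measure: % activation between DMSO and enzyme-spiked controls; repeats: single replicate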
PAFAH2 inh – PAFAH2 enzyme inhibitors, primary screen, biochemical, fluorescence polarization, human; hit rate 0.99% among 340,000; AID 492956, 2010; inhibition, % at 3.39 µM; recombinant PAFAH2, FP-rhodamine activity probe;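 active = inhibition above the mean over all tested compounds plus 3 SD, cut at about 30% in these data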;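 note: inhibitors block probe labeling of enzyme so polarization drops; 0% = enzyme with DMSO and 100% = wells lacking PAFAH2 protein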
CTSL1 counter – Fasciola hepatica cathepsin L1 inhibitors, primary screen, counter-screen for PFM18AAP inhibitor project, biochemical, QFRET, fluorogenic peptide substrate | recombinant F. hepatica cathepsin L1, Z-Leu-Arg-MCA fluorescence | inhibition, % at 5.96 µM | hit rate 0.49% among 300,000;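 active = inhibition above the mean of all tested compounds plus 3 SD, set per screening campaign, cut at about 17% in these data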;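 note: 0% = plate median of test compound wells and 100% = 1 µM Z-Phe-Ala-diazomethylketone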
PP1 counter – PP1-alpha phosphatase inhibitors, primary screen, counter-screen for PP5 inhibitor project, biochemical, fluorescence, OMFP substrate, single point | AID 2235, 2010 | Serine/threonine-protein phosphatase PP1-alpha catalytic subunit (Homo sapiens), P62136 | inhibition, % at 6.7 µM | purified PP1alpha | hit rate 0.9% among 320,000;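 active = inhibition above the mean inhibition of all tested compounds plus 3 SD, computed separately for each screening campaign, cut at about 15% in these data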
TPT1 inhibitor – Candida albicans TPT1 enzyme inhibitors, primary screen, biochemical, fluorescence polarization. inhibition, % at 5 µM. recombinant caTPT1, FP RNA substrate dephosphorylation. tRNA 2'-phosphotransferase TPT1 (Candida albicans SC5314). hit rate 0.81% among 300,000;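 active = inhibition above the mean of all tested compounds plus 3 SD, set per screening campaign, cut at about 24% in these data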;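 note: plate controls were DMSO alone for no effect and ferristatin control at 100 nM for full effect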
PP5 primary – PP5 phosphatase inhibitors, primary screen, biochemical, fluorescence; Serine/threonine-protein phosphatase 5 (Homo sapiens), P53041; purified PP5c, OMFP substrate fluorescence; inhibition, % at 6.7 µM; hit rate 0.18% among 320,000;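 active = inhibition above the campaign's mean inhibition across all tested compounds plus 3 SD, cut at about 9.5% in these data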;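 note: 0% = DMSO only and 100% = 100 µM cantharidin control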
Target sequence (P53041 whole entry, looked up): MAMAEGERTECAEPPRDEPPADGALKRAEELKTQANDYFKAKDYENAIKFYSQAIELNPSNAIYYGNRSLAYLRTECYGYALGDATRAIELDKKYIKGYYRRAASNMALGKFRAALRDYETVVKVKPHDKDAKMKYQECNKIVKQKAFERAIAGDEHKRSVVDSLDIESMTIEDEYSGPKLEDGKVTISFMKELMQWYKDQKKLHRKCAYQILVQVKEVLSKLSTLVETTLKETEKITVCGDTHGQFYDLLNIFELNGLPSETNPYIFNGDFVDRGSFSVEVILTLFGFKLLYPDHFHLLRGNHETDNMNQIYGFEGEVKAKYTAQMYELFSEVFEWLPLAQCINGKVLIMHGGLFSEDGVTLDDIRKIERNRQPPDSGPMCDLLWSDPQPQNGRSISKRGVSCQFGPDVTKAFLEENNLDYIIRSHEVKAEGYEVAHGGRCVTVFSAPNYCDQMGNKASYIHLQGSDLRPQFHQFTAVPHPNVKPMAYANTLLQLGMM
Starred values were filed as active, the others as inactive; x = no result given. Rows are unselected; 5.6% or so of the library scored in one or more.

The opening nine records, ahead of the listing:
entry	SMILES	PP5 primary	CTSL1 counter	AHR activator	PP1 counter	proCasp3 act
1	COc1cc(C#Cc2c(C=O)n(C)c3ccccc23)cc(OC)c1	-1.0	x	33	-4	0
2	COCC(=O)NCc1nc2ccccc2n1Cc1ccccc1F	1.8	1	-4	-3	-4
3	COC(=O)c1c(NC(=O)c2ccco2)sc(C(=O)Nc2ccc(F)cc2)c1C	-0.2	4	26	-4	0
4	COc1ccc(S(=O)(=O)NCc2cccnc2)cc1	0.8	3	1	0	-2
5	COc1ccc(CN(C)CC(=O)Nc2ccccc2C(=O)NC2CC2)cc1	1.4	x	2	-7	9
6	Cc1cc(N2CC(C(=O)Nc3nccs3)CC2=O)ccc1C(C)C (configuration not stated)	0.9	-2	11	6	3
7	COc1cc(/C=C(/C#N)C(=O)Nc2ccccc2)ccc1OCc1ccc(C(=O)O)cc1	0.1	-1	0	-1	7
8	CCn1c(CSCc2ccccc2)n[nH]c1=S	2.7	-1	-3	-2	2
9	CN(Cc1cn[nH]c1-c1cc2ccccc2o1)CC1CCOCC1	-0.7	0	2	-3	2

entry	core dimer inh	PAFAH2 inh	proCasp7 act	TPT1 inhibitor
1	x	-4	1	x
2	-2	-4	6	2
3	4	2	13	1
4	1	0	0	5
5	x	-1	-2	x
6	10	0	9	-1
7	19	-5	10	0
8	3	-1	-5	0
9	5	3	14	2

The whole of this part, from the first entry:
entry	SMILES	PP5 primary	CTSL1 counter	AHR activator	PP1 counter	proCasp3 act
1	COc1cc(C#Cc2c(C=O)n(C)c3ccccc23)cc(OC)c1	-1.0	x	33	-4	0
2	COCC(=O)NCc1nc2ccccc2n1Cc1ccccc1F	1.8	1	-4	-3	-4
3	COC(=O)c1c(NC(=O)c2ccco2)sc(C(=O)Nc2ccc(F)cc2)c1C	-0.2	4	26	-4	0
4	COc1ccc(S(=O)(=O)NCc2cccnc2)cc1	0.8	3	1	0	-2
5	COc1ccc(CN(C)CC(=O)Nc2ccccc2C(=O)NC2CC2)cc1	1.4	x	2	-7	9
6	Cc1cc(N2CC(C(=O)Nc3nccs3)CC2=O)ccc1C(C)C (configuration not stated)	0.9	-2	11	6	3
7	COc1cc(/C=C(/C#N)C(=O)Nc2ccccc2)ccc1OCc1ccc(C(=O)O)cc1	0.1	-1	0	-1	7
8	CCn1c(CSCc2ccccc2)n[nH]c1=S	2.7	-1	-3	-2	2
9	CN(Cc1cn[nH]c1-c1cc2ccccc2o1)CC1CCOCC1	-0.7	0	2	-3	2
10	COc1ccc(CCN(C(=O)c2cccc(F)c2)C2CC(=O)N(c3ccc(OC)cc3)C2=O)cc1 (configuration not stated)	-0.8	0	-2	-2	0
11	O=C1c2ccccc2C(O)N1c1ccc(Cl)cc1 (configuration not stated)	-3.2	0	4	-1	11
12	Cc1ccc(S(=O)(=O)CC(=O)NC2CC2)cc1	-5.9	10	6	1	4
13	CCC(=O)Nc1cccc(NC(=O)CSc2nnc(-c3ccc(NS(C)(=O)=O)cc3)n2CC)c1	9.7*	-1	-4	2	15
14	O=C(C1=C[C@@H](c2ccc(C(F)(F)F)cc2)C[C@@H](OCCCCO)O1)N1CCCCCCC1	2.5	1	0	2	4
15	COc1ccc(-c2csc(NC(=S)NC(=O)/C=C/c3ccccc3)n2)cc1Br	2.0	4	-1	-6	3

entry	core dimer inh	PAFAH2 inh	proCasp7 act	TPT1 inhibitor
1	x	-4	1	x
2	-2	-4	6	2
3	4	2	13	1
4	1	0	0	5
5	x	-1	-2	x
6	10	0	9	-1
7	19	-5	10	0
8	3	-1	-5	0
9	5	3	14	2
10	3	-10	13	2
11	-5	5	13	-3
12	-1	0	1	-5
13	-1	-2	3	1
14	13	7	-8	2
15	-2	x	0	-1

The listing continues:
entry	SMILES	PP5 primary	CTSL1 counter	AHR activator	PP1 counter	proCasp3 act
16	C=CCc1c(C)nc2ccc(C(=O)OCC)cc2c1Cl	1.8	3	2	-1	3
17	C/C(Cc1ccccc1)=N\NC(=O)CNC(=O)c1ccccc1	-0.7	-5	8	-3	8
18	O=C(Nc1ccc(S(=O)(=O)NC2=NCCCCC2)cc1)C1COc2ccccc2O1 (configuration not stated)	-2.1	-1	0	-3	7
19	C=CCNC(=S)NNC(=O)c1cccnc1	-1.0	0	-1	1	-1
20	CCN(C(=O)CSc1nnc(-c2ccccc2Br)o1)C1CCS(=O)(=O)C1 (configuration not stated)	-0.5	-9	6	-2	6
21	O=C(Oc1cccc(Cl)c1)N1CCOCC1	-0.1	1	0	-2	-3
22	Cc1ccc(N(CC(=O)NCC2CCCO2)C(=O)CCC(=O)Nc2cc(C)on2)cc1 (configuration not stated)	2.6	0	0	-2	-1
23	O=C(CC1C(=O)NCCN1Cc1ccc(F)cc1)NC1CCCCCCC1 (configuration not stated)	1.2	19*	2	-10	6
24	CC(=O)N(C(C)=O)c1ccc2nc(C)[nH]c(=O)c2c1	-1.1	-9	2	-3	1
25	COC(=O)C[C@H]1c2cc(C(F)(F)F)ccc2S(=O)(=O)N1Cc1ccccc1OC	2.7	-1	3	2	5
26	S=C(c1ccc(OCc2ccccc2)cc1)N1CCCC1	0.9	2	-8	-3	2
27	COc1ccc(Sc2cnn(-c3ccccc3)c(=O)c2Cl)cc1	-1.1	5	42	-4	-3
28	Cc1cc(C)nc(Sc2ccc3nnc(C(F)(F)C(F)(F)C(F)(F)F)n3n2)n1	2.1	1	0	-2	0
29	CCn1cc(CCC(=O)NC(C)c2ccccc2)c2ccccc21 (configuration not stated)	-0.6	-1	7	-3	-2
30	CCN(CC(=O)NCc1cccs1)c1ccc(S(=O)(=O)N2CCOCC2)cn1	-1.1	0	1	0	0

entry	core dimer inh	PAFAH2 inh	proCasp7 act	TPT1 inhibitor
16	2	3	-3	2
17	-6	-4	5	4
18	3	-1	18	-2
19	1	-4	-1	1
20	1	0	-3	1
21	4	-2	2	4
22	-1	9	-5	-1
23	-12	8	-18	-5
24	2	-2	-4	-1
25	1	-2	-3	1
26	-6	7	6	-5
27	-6	-1	-3	-12
28	-2	1	-5	-1
29	4	-8	-2	-5
30	-4	-15	1	-2

Other records follow:
entry	SMILES	PP5 primary	CTSL1 counter	AHR activator	PP1 counter	proCasp3 act
31	CCc1ccccc1NC(=O)CSc1nnc([C@@H]2CCCN2C(=O)OC(C)(C)C)o1	2.5	1	1	-1	7
32	COCCCN1C(=O)C(O)=C(C(=O)c2ccco2)C1c1cccc(Br)c1 (configuration not stated)	-0.8	1	-1	2	-17
33	CCn1c(SCC(=O)c2ccc(C)cc2)nnc1-c1ccoc1C	0.0	-7	-1	0	2
34	O=C(OCC(=O)N1CCN(c2ccccc2)CC1)c1ccc([N+](=O)[O-])s1	x	x	0	x	7
35	Cn1c(C(=O)NCCOc2ccccc2Cl)cc(=O)n(C)c1=O	0.2	-2	-2	-2	1
36	O=C(NCc1ccco1)c1ccc([N+](=O)[O-])o1	1.1	3	0	1	-1
37	O=C(c1ccccc1)c1cncc(Br)c1	-2.3	-3	6	-8	2
38	O=C(CNC(=O)c1cccc(F)c1)OCC(=O)N1CCCCC1	0.9	7	25	1	3
39	O=C1CC(C(=O)Nc2ccc(Br)cc2)S/C(=N\N=C\c2ccco2)N1 (configuration not stated)	1.1	1	1	14	-10
40	CC(=O)C1=C(O)C(=O)N(c2ccc(O)cc2)C1c1cccc([N+](=O)[O-])c1 (configuration not stated)	0.3	1	2	-3	13
41	CC(=O)NC1=NN(C(C)=O)C(c2ccc(C)cc2)S1 (configuration not stated)	2.2	-1	3	-5	2
42	O=C(Cc1ccccc1)Nc1ccc(NC(=O)c2ccco2)cc1Cl	0.8	2	28	3	-5
43	Cn1cc(CN2CCCC(C(=O)c3ccc(-c4ccccc4)c(F)c3)C2)cn1 (configuration not stated)	-1.2	1	0	-5	11
44	O=C(CN1C(=O)c2ccccc2S1(=O)=O)Nc1ccc(S(=O)(=O)N2CCCCC2)cc1	2.6	-2	-2	3	-2
45	CC(=O)N1CC2(c3ccccc3)CN(C(C)=O)CC(c3ccccc3)(C1)C2=O	-1.0	2	4	-6	2

entry	core dimer inh	PAFAH2 inh	proCasp7 act	TPT1 inhibitor
31	1	2	2	0
32	8	1	-8	-1
33	5	1	-10	-1
34	x	35*	-2	x
35	5	-3	2	0
36	8	1	2	-4
37	-9	6	5	3
38	-12	-8	10	-1
39	3	-2	4	4
40	5	-1	-15	-2
41	1	-5	4	2
42	-10	4	1	-2
43	-8	4	-17	1
44	2	0	3	0
45	1	0	2	-2

(listing goes on)
entry	SMILES	PP5 primary	CTSL1 counter	AHR activator	PP1 counter	proCasp3 act
46	O=C(c1ccc2c(c1)OCO2)C1CCCN(C2CCN(CCc3ccccc3)CC2)C1 (configuration not stated)	2.6	0	0	-4	7
47	Cc1ccc(OCCn2cnc3ccccc3c2=O)c([N+](=O)[O-])c1	0.8	5	12	-2	0
48	Cc1ccc(S(=O)(=O)N2CCC(C(=O)NCCC3=CCCCC3)CC2)c(C)c1	1.0	4	0	0	6
49	O=C1c2ccccc2C2=Nc3ccccc3SC(c3cccc(F)c3)C12 (configuration not stated)	5.3	4	33	7	-1
50	CC(=O)C1=C(C)Nc2ncnn2C1c1ccccc1Cl (configuration not stated)	0.5	3	0	-2	9
51	O=C(CN1CCN(C(=O)c2ccco2)CC1)Nc1ccccc1-c1ccccc1	0.0	-1	0	-3	0
52	O=C(O)c1cc(-c2ccc3ccccc3c2)nc2ccc(F)cc12	1.1	-1	9	5	-5
53	CN(C(=O)C1CCN(c2ncnc3c2nc2n3CCCCC2)CC1)C1CCCCC1	2.5	-3	4	1	11

entry	core dimer inh	PAFAH2 inh	proCasp7 act	TPT1 inhibitor
46	-1	-3	0	5
47	-23	-6	0	-1
48	3	10	-3	1
49	-6	-20	-1	-2
50	-5	4	-5	-4
51	4	2	7	-1
52	6	-5	0	0
53	0	4	-8	1
